Screening results from PubChem BioAssay.
TDP2 inh: blocks human TDP2 phosphodiesterase activity. O95551. recombinant TDP2, T5PNP hydrolysis, p-nitrophenol absorbance 415 nm. inhibition, % at 12.8 µM. 0.34% of 370,000 active. AID 720702;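 active = inhibition above the mean of all tested compounds plus 3 SD, set per campaign, cut at about 25% in these data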;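 note: 0% = DMSO with enzyme and 100% = buffer with substrate but no TDP2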
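System – recombinant human TDP2 · Quantity – TDP2 enzyme at 120 nM final · Doses – single concentration, 12.8 µM nominal, with 1% DMSO · Incubation – 2 h at 37 °C · Measured by – epi absorbance of p-nitrophenol freed from T5PNP by hydrolysis · Read-out – % inhibition relative to enzyme-containing and enzyme-free wells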
LEDGF integ inh: blocks HIV-1 LEDGF/p75-dependent DNA integration | TR-FRET IN-LEDGF/p75 DNA integration, Eu/Cy5 | inhibition, % at 3.7 µM | 0.64% of 370,000 active;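 active = inhibition above the screen-wide mean plus 3 SD, cut at about 13% in these data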;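 note: signal is the Cy5 over europium emission ratio at 671 and 618 nm; 0% = plate median of compound wells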
PLCg1 inh: blocks human PLC-gamma1 enzyme activity. 0.84% of 370,000 active. AID 720700. purified PLC-gamma1, fluorogenic substrate, fluorescence. P19174. inhibition, % at 12.2 µM; in the data active = inhibition above about 9.5%
Target sequence (P19174 whole entry, looked up): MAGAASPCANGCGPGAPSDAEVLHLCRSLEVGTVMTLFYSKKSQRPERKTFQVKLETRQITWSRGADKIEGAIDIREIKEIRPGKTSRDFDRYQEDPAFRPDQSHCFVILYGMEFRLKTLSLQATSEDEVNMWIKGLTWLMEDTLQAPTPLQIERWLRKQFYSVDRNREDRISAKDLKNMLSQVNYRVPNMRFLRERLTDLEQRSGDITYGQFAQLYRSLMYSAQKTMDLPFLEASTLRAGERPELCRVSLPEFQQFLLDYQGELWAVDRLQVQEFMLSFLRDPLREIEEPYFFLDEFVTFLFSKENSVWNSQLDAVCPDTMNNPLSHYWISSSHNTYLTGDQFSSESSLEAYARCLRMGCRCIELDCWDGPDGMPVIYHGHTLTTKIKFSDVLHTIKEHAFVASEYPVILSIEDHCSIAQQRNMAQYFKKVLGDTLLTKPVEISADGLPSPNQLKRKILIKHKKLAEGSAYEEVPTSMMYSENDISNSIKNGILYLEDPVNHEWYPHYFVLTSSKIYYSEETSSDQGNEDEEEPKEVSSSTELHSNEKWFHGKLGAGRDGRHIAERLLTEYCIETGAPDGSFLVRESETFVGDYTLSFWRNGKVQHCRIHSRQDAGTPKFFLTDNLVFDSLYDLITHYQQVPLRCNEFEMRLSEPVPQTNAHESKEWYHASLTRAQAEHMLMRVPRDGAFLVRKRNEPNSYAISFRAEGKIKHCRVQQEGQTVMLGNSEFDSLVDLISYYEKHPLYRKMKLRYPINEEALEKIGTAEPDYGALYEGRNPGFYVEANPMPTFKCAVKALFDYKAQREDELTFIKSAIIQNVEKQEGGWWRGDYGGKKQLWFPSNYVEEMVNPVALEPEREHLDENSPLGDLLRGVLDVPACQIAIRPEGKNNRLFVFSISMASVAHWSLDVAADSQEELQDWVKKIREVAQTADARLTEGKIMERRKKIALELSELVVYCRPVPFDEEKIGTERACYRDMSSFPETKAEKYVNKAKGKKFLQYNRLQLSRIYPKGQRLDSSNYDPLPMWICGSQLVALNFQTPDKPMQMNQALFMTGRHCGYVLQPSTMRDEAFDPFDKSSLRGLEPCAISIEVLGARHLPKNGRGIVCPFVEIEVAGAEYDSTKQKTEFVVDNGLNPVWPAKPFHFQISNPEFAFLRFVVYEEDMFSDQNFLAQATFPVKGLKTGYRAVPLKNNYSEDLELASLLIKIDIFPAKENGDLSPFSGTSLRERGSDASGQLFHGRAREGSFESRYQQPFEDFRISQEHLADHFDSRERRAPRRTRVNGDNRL
KLK7 zymogen act: activates the human kallikrein-7 zymogen | 0.9% of 370,000 active | P49862 | purified proKLK7, EDANS-DABCYL substrate fluorescence; 100% is mature enzyme control, 0% vehicle | activation, % at 7 µM;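 active = activation above the mean of all tested compounds plus 3 SD, computed per campaign excluding outliers beyond control limits, cut at about 13% in these data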
ADAM17 inh: inhibits human ADAM17; AID 720648; 0.83% of 370,000 active; inhibition, % at 6.95 µM; recombinant ADAM17, EDANS/DABCYL FRET peptide cleavage;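 active = inhibition above the mean of compounds lying between control limits plus 3 SD, set per campaign, cut at about 8.5% in these data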;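 note: 0% = DMSO-only wells as the low control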
ADAM10 inh: inhibits human ADAM10; O14672; recombinant ADAM10, EDANS/DABCYL FRET peptide cleavage, 3 h; inhibition, % at 7 µM; 0.62% of 370,000 active; AID 720582;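 active = inhibition above a per-campaign cutoff equal to the mean of compounds falling between control-based bounds plus 3 SD, cut at about 20% in these data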;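 note: 0% = DMSO wells while the 100% control is not disclosed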
ASAP1 inh: blocks human ASAP1-stimulated Arf1 GTP hydrolysis. Q9ULH1. GDP FP detection. inhibition, % at 16.5 µM. 0.19% of 360,000 active; in the data active = inhibition above about 25%;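 note: 0% = vehicle with enzyme and substrate and 100% = no enzyme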
Tn6 DDE FP: disrupts Tn6 cyclic peptide binding to fibrin D-Dimer-E complex | AID 720509 | Fibrin DD(E) TRITC-Tn6 fluorescence polarization displacement | inhibition, % at 8.3 µM | 0.21% of 370,000 active | P02675;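 active = inhibition above a per-campaign cutoff: mean of compounds within control limits plus 3 SD, cut at about 15% in these data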;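 note: 0% = median of all compound wells on the plate and 100% = blocking peptide control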
ARFGAP1 inhibitor: inhibits rat ARF GTPase activating protein 1. Arfgap1-stimulated ARF1 GTP hydrolysis, GDP FP detection. inhibition, % at 16.5 µM. 0.26% of 360,000 active. AID 651572;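 active = inhibition above a per-plate limit, mean inhibition of low control wells plus 3 SD, cut at about 25% in these data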;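 note: 0% = DMSO wells with enzyme and 100% = wells lacking Arfgap1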
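Material: rat Arfgap1 catalytic domain, aa 1-136; also added: human ARF1(Δ1-17)-GTP substrate; compound dosing: one concentration, 16.5 µM, DMSO 1.26%; incubation: GTP hydrolysis reaction 2 h at 25 °C; measured by: Tracer-displacement fluorescence polarization with EDTA stop, 620/688 nm; evaluation: % inhibition from polarization; repeats: one replicate per compound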
DDE Tn7 FP inh: disrupts Tn7 cyclic peptide binding to fibrin D-Dimer-E complex. FP displacement of FITC-Tn7 peptide from fibrin DD(E); 0% = median of compound wells per plate. inhibition, % at 8.3 µM. 0.13% of 370,000 active. AID 720508;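 active = inhibition above the mean of compounds falling within the control limits plus 3 SD of them, cut at about 14% in these data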;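 note: 0% = plate median of compound wells and 100% = 10 µM Aha-Tn7 peptide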
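Assay system: Human clot-derived fibrin DD(E) complex | Buffer or medium: Tris/NaCl/CaCl2 buffer, pH 7.8 | Repeats: One replicate per compound | Benchmarks: Aha-Tn7 high control | Measure: % inhibition scaled between sample-field median and high-control FP | Schedule: 10 min plus 3 h, room temperature | Signal: Fluorescence polarization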
An asterisk follows results filed as active; i = inactive; / = not tested or not shown.

SMILES | TDP2 inh | LEDGF integ inh | PLCg1 inh | KLK7 zymogen act | ADAM17 inh | ADAM10 inh | ASAP1 inh | Tn6 DDE FP | ARFGAP1 inhibitor | DDE Tn7 FP inh
CCOc1ccccc1-n1c(SCC(=O)N2CCCc3ccccc32)nnc1-c1cccnc1 | 3 | -1 | 2 | 0.4 | -6 | 3 | -2 | 4 | -1 | 3
COc1ccc(NC(=O)CCc2c(C)nc3nc(C)nn3c2C)cc1 | -1 | 1 | 1 | -0.1 | -4 | -2 | 6 | -1 | -1 | 0
Cc1ccc(S(=O)(=O)NCC(=O)N2CCN(c3ccccn3)CC2)s1 | 13 | -6 | 3 | -0.5 | -3 | -13 | / | 1 | / | 4
O=C(CSCc1c(Cl)cccc1Cl)N1CCOCC1 | -3 | -4 | 0 | 0.1 | 0 | 6 | -1 | 1 | -3 | 5
CC(C)c1ccc(NC(=O)Cn2cccc2C2=NC(c3ccccc3)CO2)cc1 (configuration not stated) | -11 | 1 | 7 | 0.3 | 3 | 5 | 16 | 2 | -7 | -2
O=C(NCc1ccccn1)c1ccc(Cl)cc1Cl | 4 | 0 | -1 | 0.1 | -5 | -3 | 2 | -4 | 18 | 3
Cn1nc(CC#N)c2c(=N)n(N)cnc21 | 1 | 4 | -11 | -0.2 | -3 | -18 | -2 | -3 | 0 | -8
Clc1cc(Cl)cc(CN2CCN(c3ncc(Cc4ccccc4)cn3)CC2)c1 | -5 | -3 | 2 | 1.0 | 0 | -14 | -1 | -3 | 11 | -1
CCOc1nc(N=C(N)N)nc2c(C)cccc12 | -15 | -3 | -178 | 21* | -82 | -229 | -6 | -3 | 7 | -5
CCOC(=O)Cc1ccc(Nc2nc(NCc3cccs3)nc3ccsc23)cc1 | -10 | -3 | -61 | -2.8 | -10 | -38 | 3 | 1 | 4 | 1
O=C(Nc1ccc(N2CCOCC2)cc1)c1ccc2nc(-c3ccco3)c(-c3ccco3)nc2c1 | -4 | -2 | -6 | -0.9 | -3 | 9 | 16 | -1 | 7 | 6
O=C(O)C1C2C=CC(C2)C1C(=O)NCc1ccc(Cl)cc1Cl (configuration not stated) | 5 | 0 | 1 | -0.1 | 1 | 1 | 8 | -1 | -2 | -3
NC(Cc1ccccc1)c1csc(Nc2nccc(C(F)(F)F)n2)n1 (configuration not stated) | 6 | 4 | 4 | 0.5 | -3 | 0 | -6 | -3 | -8 | 1
COc1ccc(C2/C(=C(\O)c3ccc4c(c3)OCCO4)C(=O)C(=O)N2Cc2cccnc2)cc1OC (configuration not stated) | 10 | 2 | -3 | 0.3 | -3 | 4 | 5 | 2 | 3 | -5
CCOC(=O)C(CC)Sc1nnc2n1C(C)(C)Cc1ccccc1-2 (configuration not stated) | 4 | 2 | -1 | -0.1 | -3 | 1 | -7 | -8 | -4 | -3
O=C(CC1C(=O)NCCN1Cc1cccc(Oc2ccccc2)c1)NCCc1ccncc1 (configuration not stated) | -7 | 0 | -3 | 0.2 | -3 | 0 | -2 | 4 | 11 | -6
CC(C)CC(=O)NC(=S)Nc1ccc(S(=O)(=O)NC(C)(C)C)cc1 | 0 | 2 | 3 | 0.7 | 3 | 2 | -6 | 1 | -1 | 4
CN(C)c1ccc(P(=O)(OCc2ccccc2)C(O)c2ccccc2)cc1 (configuration not stated) | -2 | 0 | 0 | -0.2 | 1 | 7 | 11 | 3 | 10 | -3
NC(=S)Nc1cc(Cl)cc(Cl)c1 | 11 | -3 | 1 | 0.4 | -3 | -3 | 2 | 2 | -1 | 3
CCOC(=O)c1cc(S(=O)(=O)N2CCC(C)CC2)cn1C | 13 | 1 | -1 | 1.1 | -1 | -4 | 4 | 2 | 9 | 1
O=c1c2[nH]cnc2n(-c2ccc(F)cc2)c(=O)n1Cc1ccccc1 | 16 | 1 | 3 | -0.6 | -6 | -12 | 8 | -5 | -1 | -2
CCOc1ccc(Cl)cc1/C=C1/C(=O)ON=C1C | -4 | 3 | 2 | -0.1 | 0 | 8 | 9 | -1 | -7 | 1
Cn1c(N)c(C(=O)CSc2nc(C3CC3)n(-c3ccccc3)n2)c(=O)[nH]c1=O | 4 | 1 | -2 | 0.2 | -5 | 1 | -2 | 8 | 1 | -3
CCC/C(C)=N\Nc1nc2c(c(=O)n(C)c(=O)n2C)n1C | -2 | 3 | 2 | 0.2 | -1 | -1 | 3 | -3 | -3 | 2
Cc1cccc(C)c1NC(=O)CSc1nc(C)c(CC(=O)c2ccc(Br)cc2)c(C)c1C#N | 3 | -3 | -2 | -0.7 | -1 | -13 | -3 | -3 | -4 | -4
CC(=O)c1c(C)[nH]c(C(=O)NCc2ccco2)c1C | -16 | -2 | 3 | -0.9 | -9 | 13 | 6 | -7 | 13 | 8
CC1CC(C)CN(S(=O)(=O)c2ccc(C(=O)OCC(=O)NCCN3C(=O)CSC3=O)cc2)C1 (configuration not stated) | -12 | -2 | 7 | -0.4 | -3 | -9 | -10 | -1 | 0 | 1
O=C(Nc1ccc(F)cc1)OCc1cn(Cc2ccc(F)cc2F)nn1 | 6 | -1 | 0 | 0.0 | -1 | 5 | / | 6 | / | 5
CCS(=O)(=O)c1ccc(O)c(NC(=O)Nc2ccccc2OC)c1 | 7 | 0 | 4 | 0.3 | -2 | -10 | 5 | 2 | -1 | 0
COc1ccccc1CC(=O)O/N=C(\N)Cc1cccc2ccccc12 | 3 | 0 | -14 | 0.8 | -2 | 3 | 1 | -5 | 2 | -1
Cc1cc(C)cc(NC(=O)CSc2nc(=O)n3cc(C)ccc3n2)c1 | 2 | 7 | 3 | 0.3 | -1 | 1 | 3 | -2 | 17 | 2
COc1ccccc1NC(=S)NC1CCCC1 | 11 | -1 | 1 | 0.6 | -4 | 3 | -8 | 0 | 12 | 6
COCCn1c(=S)[nH]c2cc(C(=O)N3CCN(c4ccc(F)cc4)CC3)ccc2c1=O | 10 | 4 | 0 | 1.1 | -2 | 1 | 4 | 0 | 0 | 2
CC(=O)Nc1cccc(NC(=O)Cc2cccs2)c1 | 5 | 3 | -3 | 0.6 | 1 | 3 | 6 | 2 | -6 | 6
O=C(Nc1cccc2c1CCCC2)c1ccccc1Br | -9 | -7 | -1 | 0.3 | -4 | 5 | 6 | 4 | 1 | 4
CCOC(=O)CC(=O)Nc1cc2ccc(OC)c(OC)c2cc1C(=O)OCC | 1 | 0 | i | 16* | -61 | -227 | 9 | 4 | -6 | -7

Ordered by SMILES length (descending): part of the list above.
SMILES | TDP2 inh | LEDGF integ inh | PLCg1 inh | KLK7 zymogen act | ADAM17 inh | ADAM10 inh | ASAP1 inh | Tn6 DDE FP | ARFGAP1 inhibitor | DDE Tn7 FP inh
COc1ccc(C2/C(=C(\O)c3ccc4c(c3)OCCO4)C(=O)C(=O)N2Cc2cccnc2)cc1OC (configuration not stated) | 10 | 2 | -3 | 0.3 | -3 | 4 | 5 | 2 | 3 | -5
Cc1cccc(C)c1NC(=O)CSc1nc(C)c(CC(=O)c2ccc(Br)cc2)c(C)c1C#N | 3 | -3 | -2 | -0.7 | -1 | -13 | -3 | -3 | -4 | -4
CC(C)c1ccc(NC(=O)Cn2cccc2C2=NC(c3ccccc3)CO2)cc1 (configuration not stated) | -11 | 1 | 7 | 0.3 | 3 | 5 | 16 | 2 | -7 | -2
CC(C)CC(=O)NC(=S)Nc1ccc(S(=O)(=O)NC(C)(C)C)cc1 | 0 | 2 | 3 | 0.7 | 3 | 2 | -6 | 1 | -1 | 4
CCS(=O)(=O)c1ccc(O)c(NC(=O)Nc2ccccc2OC)c1 | 7 | 0 | 4 | 0.3 | -2 | -10 | 5 | 2 | -1 | 0
COc1ccc(NC(=O)CCc2c(C)nc3nc(C)nn3c2C)cc1 | -1 | 1 | 1 | -0.1 | -4 | -2 | 6 | -1 | -1 | 0
CCOC(=O)c1cc(S(=O)(=O)N2CCC(C)CC2)cn1C | 13 | 1 | -1 | 1.1 | -1 | -4 | 4 | 2 | 9 | 1

The list continues.
SMILES | TDP2 inh | LEDGF integ inh | PLCg1 inh | KLK7 zymogen act | ADAM17 inh | ADAM10 inh | ASAP1 inh | Tn6 DDE FP | ARFGAP1 inhibitor | DDE Tn7 FP inh
c1ccc(CNC23CC4CC(CC(C4)C2)C3)nc1 | 2 | 1 | 2 | 0.9 | 0 | -9 | 8 | -1 | 10 | -3
O=C(CN1C(=O)c2cccnc2Oc2ccc(Cl)cc21)NCCC1=CCCCC1 | 10 | 2 | 0 | -0.1 | -2 | 7 | 5 | -4 | 15 | -3
Cc1cc(=O)[nH]c(SCC(=O)c2ccccc2)c1C#N | 13 | 1 | -10 | -0.4 | -5 | -8 | 4 | 3 | 8 | -7
Nc1c(C(=O)c2ccccc2O)cnn1-c1ccc(S(=O)(=O)N2CCOCC2)cc1[N+](=O)[O-] | -2 | 3 | 3 | -0.6 | 1 | 6 | 5 | 9 | 2 | -7
CC1CCN(S(=O)(=O)c2ccc(C(=O)N3CCCCC3C(=O)O)cc2)CC1 (configuration not stated) | 4 | -2 | 2 | -1.1 | -1 | -14 | 9 | -10 | 9 | 0
O=C(O)CCN1C(=O)c2ccc(NC(=O)CSc3ccc(Cl)cc3)cc2C1=O | 10 | -1 | -6 | 0.6 | 0 | 5 | -4 | -9 | 4 | 3
Cc1cc(C)c2c(n1)nn1c(NCCCN(C)C)cc(C)nc21 | 1 | 1 | i | 72* | i | i | 7 | 6 | 9 | 0
CC(C)(C)NC(=O)C(c1ccco1)N(C(=O)Cn1nnc(-c2ccc(F)cc2)n1)c1cccc(F)c1 (configuration not stated) | 1 | 2 | -1 | -0.4 | -2 | 1 | -11 | -4 | -16 | 1
COC(=O)c1onc(-c2c(Cl)cccc2Cl)c1C(=O)OC | 3 | 4 | 3 | 0.1 | 0 | 4 | -6 | -4 | 5 | 2
COc1ccc(Cl)cc1C(=O)NNC(=O)CNC(=O)c1ccco1 | -21 | 2 | 5 | 0.4 | -1 | 5 | 3 | 2 | 10 | 2
O=C(CSc1nnc(C23CC4CC(CC(C4)C2)C3)o1)Nc1ccc(N2CCOCC2)c(Cl)c1 | -3 | 1 | 5 | 0.0 | 4 | 7 | 1 | -4 | 6 | -3
CC(C)Cc1nc2sc3c(=O)n(N)cnc3c2c2c1COC(C)(C)C2 | -6 | 0 | -1 | -0.7 | -2 | -6 | 4 | 14 | 1 | 6
CCOc1ccc(Cl)cc1CSc1n[nH]c(CC)n1 | 3 | 4 | -4 | -0.4 | -2 | -1 | -3 | 2 | 0 | -5
CN1CCN(C(=O)CCN2C(=O)/C(=C/c3ccc(F)cc3)SC2=S)CC1 | 7 | 0 | -7 | 0.2 | -3 | 1 | 0 | -5 | 0 | 0

Compounds were not picked by outcome, and some 4.2% of all compounds hit somewhere here.
